# GSTO1 inh – counter-screen for RBBP9 inhibitors: inhibitors of human GSTO1. AID 1974. P78417. recombinant GSTO1, activity-based probe fluorescence polarization. 300,000 compounds, 1.1% hits. inhibition, % at 5.96 µM;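 active = inhibition above the campaign mean inhibition plus 3 SD, cut at about 35% in these data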;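 also: 0% = GSTO1-1 with DMSO and 100% = wells lacking GSTO1-1 enzyme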
# PAD4 FP inh – PAD4 (human) enzyme inhibition | recombinant PAD4, RCA probe fluorescence polarization | AID 485272 | inhibition, % at 6.36 µM | 330,000 compounds, 0.41% hits;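 active = percent inhibition above a cutoff equal to the mean of all tested compounds plus 3 SD, cut at about 15% in these data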;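 also: 0% = PAD4 with RCA probe and DMSO and 100% = probe without PAD4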
# PAFAH2 inh – PAFAH2 (human) inhibition | Q99487 | recombinant PAFAH2, FP-rhodamine activity probe, fluorescence polarization | inhibition, % at 3.39 µM | 340,000 compounds, 0.99% hits | AID 492956;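 active = inhibition above the mean over all tested compounds plus 3 SD, cut at about 30% in these data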;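 also: inhibitors block probe labeling of enzyme so polarization drops; 0% = enzyme with DMSO and 100% = wells lacking PAFAH2 protein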
# PAFAH1B2 inh – PAFAH1B2 (human) inhibition; P68402; recombinant PAFAH1B2, FP-rhodamine activity probe, fluorescence polarization; 340,000 compounds, 1.2% hits; inhibition, % at 3.39 µM; AID 492953;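 active = inhibition above the mean of all tested compounds plus 3 SD, cut at about 24% in these data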;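 also: 0% = enzyme with DMSO and 100% = wells lacking PAFAH1B2; many of its hits are not listed in these tables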
# Target sequence (P68402 whole entry, looked up): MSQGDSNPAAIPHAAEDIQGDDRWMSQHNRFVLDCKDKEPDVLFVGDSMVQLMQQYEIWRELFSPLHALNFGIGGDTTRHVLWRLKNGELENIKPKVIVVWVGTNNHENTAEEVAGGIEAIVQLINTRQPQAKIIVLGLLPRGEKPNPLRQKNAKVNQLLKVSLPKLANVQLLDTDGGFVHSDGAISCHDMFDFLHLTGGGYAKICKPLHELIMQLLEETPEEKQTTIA
# LYPLA2 counter – blocks human lysophospholipase 2, a PME1 counter-screen. O95372. recombinant LYPLA2, FP-Rh probe fluorescence polarization. AID 2177. 320,000 compounds, 0.38% hits. inhibition, % at 5.9 µM;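 active = inhibition above the screen-wide mean plus 3 SD, limit set per campaign, cut at about 26% in these data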;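 also: 0% = LYPLA2 with DMSO and 100% = wells lacking LYPLA2 enzyme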
# Target sequence (O95372 whole entry, looked up): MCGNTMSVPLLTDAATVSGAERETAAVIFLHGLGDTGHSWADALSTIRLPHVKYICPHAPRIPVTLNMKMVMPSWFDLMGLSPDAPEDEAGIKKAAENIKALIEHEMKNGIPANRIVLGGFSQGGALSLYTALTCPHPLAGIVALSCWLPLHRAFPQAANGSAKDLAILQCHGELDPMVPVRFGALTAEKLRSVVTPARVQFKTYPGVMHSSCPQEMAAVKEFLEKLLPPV
# PAFAH1B3 inh – inhibitors of human PAFAH1B3. recombinant PAFAH1B3, FP-rhodamine probe, fluorescence polarization. inhibition, % at 3.39 µM. 340,000 compounds, 0.28% hits. AID 492972;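 active = inhibition above the screen-wide average of all tested compounds plus 3 SD, cut at about 25% in these data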;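 also: 0% = enzyme with DMSO only and 100% = wells lacking PAFAH1B3 protein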
# Target sequence (Q15102 whole entry, looked up): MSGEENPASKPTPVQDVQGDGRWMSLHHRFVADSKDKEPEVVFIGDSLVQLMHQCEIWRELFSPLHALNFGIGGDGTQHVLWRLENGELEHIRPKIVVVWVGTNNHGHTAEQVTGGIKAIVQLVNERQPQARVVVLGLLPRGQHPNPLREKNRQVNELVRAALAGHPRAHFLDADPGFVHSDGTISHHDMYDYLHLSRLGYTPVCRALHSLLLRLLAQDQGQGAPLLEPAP
# pPAFAH inh – pPAFAH (human) enzyme inhibition. inhibition, % at 3.39 µM. recombinant pPAFAH, FP-rhodamine probe fluorescence polarization. 330,000 compounds, 1.5% hits. Q13093;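 active = inhibition above the mean inhibition across the screen plus 3 SD, cut at about 25% in these data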;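 also: inhibitors block binding of the rhodamine activity-based probe so polarization drops; 0% = enzyme with DMSO and 100% = wells lacking pPAFAH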
# PME-1 inh – blocks human protein phosphatase methylesterase 1. AID 2130. inhibition, % at 5.9 µM. recombinant PME-1, FP-Rh probe fluorescence polarization. 320,000 compounds, 0.53% hits. Q9Y570;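 active = inhibition above the campaign mean of all compounds plus 3 SD, cut at about 26% in these data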;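 also: competitive labeling of PME-1 active site by serine hydrolase directed probe; 0% = PME-1 with DMSO and 100% = wells lacking PME-1 enzyme; inhibitors block probe labeling so polarization falls and inhibition rises; many of its hits are not listed in these tables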
# LYPLA1 inh – blocks human lysophospholipase 1, a PME1 counter-screen; O75608; recombinant LYPLA1, FP-Rh probe fluorescence polarization; inhibition, % at 5.9 µM; 320,000 compounds, 0.16% hits;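 active = inhibition above the mean of all tested compounds plus 3 SD, set per campaign, cut at about 14% in these data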;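 also: inhibitors block serine hydrolase probe labeling of LYPLA1 so polarization falls; 0% = enzyme with DMSO and 100% = wells lacking LYPLA1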
# Target sequence (O75608 whole entry, looked up): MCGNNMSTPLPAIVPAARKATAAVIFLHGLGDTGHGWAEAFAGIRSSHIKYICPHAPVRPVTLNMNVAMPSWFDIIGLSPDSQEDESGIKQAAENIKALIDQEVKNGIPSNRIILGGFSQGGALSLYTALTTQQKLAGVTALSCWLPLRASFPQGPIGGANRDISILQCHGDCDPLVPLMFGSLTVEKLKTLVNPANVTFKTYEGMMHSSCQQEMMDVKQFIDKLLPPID
# * hit, by the source's call; x = no result given.
1	CCCn1c(=O)c(C(=O)c2ccccc2)nc2ccccc21
2	O=C(CNCc1ccccc1)NC1C2CC3CC(C2)CC1C3 (stereo not given)
3	Cc1ccc(-c2csc3ncn(CC(=O)N4CCOCC4)c(=O)c23)cc1
4	O=C(NCC1CCCO1)C1c2ccccc2C(=O)N1Cc1ccc2c(c1)OCO2 (stereo not given)
5	COc1cc(-c2nn3c(COc4ccccc4)nnc3s2)cc(OC)c1OC
6	CCCCc1nc2sc3c(c2c(=O)[nH]1)CC(C)(C)OC3
7	COC(=O)/C=C1/SC(=Nc2ccc(C)cc2C)NC1=O
8	Cc1cc(=O)[nH]c(SCC(=O)Nc2ccc(C)c(S(=O)(=O)N3CCCCC3)c2)n1
entry no.,1,2,3,4,5,6,7,8
PME-1 inh,1,-5,-9,2,3,3,-4,-7
pPAFAH inh,-5,3,2,0,-3,-2,3,-1
PAFAH2 inh,1,-1,10,-4,7,5,26,5
PAFAH1B3 inh,6,3,8,0,9,0,11,2
GSTO1 inh,-2,4,0,4,-3,-5,-6,-6
PAD4 FP inh,-3,-2,1,-2,-4,-1,-8,6
LYPLA2 counter,-4,-4,2,0,3,9,0,-17
LYPLA1 inh,-3,1,-1,-4,-4,7,2,-7
PAFAH1B2 inh,-3,6,8,-6,3,9,8,0

9	Cc1nn(-c2ccccc2)c(N2CCCC2)c1/C=N/NC(=S)Nc1ccccc1C(F)(F)F
10	Cc1ccc(CN2CCC(C(=O)NCCC(C)C)CC2)o1
11	Cc1ccc(CC(=O)OC(C)C(=O)NC2CCCCC2C)cc1C (stereo not given)
12	COc1ccc(-c2csc3ncnc(N4CCN(S(=O)(=O)c5ccc(C(C)=O)cc5)CC4)c23)cc1
13	CCCS(=O)(=O)c1c(S(=O)(=O)CCC)c2c3ccccc3ccn2c1C(N)=O
14	Cc1cccc(CN2CCN(Cc3ccc(-n4cccn4)cc3)CC2CCO)n1 (stereo not given)
15	N#CC(C#N)=Cc1c[nH]c(=O)c(C#N)c1Nc1ccccc1
16	COc1ccc(N2CCN(CC(O)COC(c3ccccc3)c3ccccc3)CC2)cc1 (stereo not given)
entry no.,9,10,11,12,13,14,15,16
PME-1 inh,12,-12,-2,0,0,-3,-2,5
pPAFAH inh,6,-7,7,10,-2,1,6,11
PAFAH2 inh,-1,0,-2,-1,3,7,x,-12
PAFAH1B3 inh,-1,-1,4,7,9,-4,x,-1
GSTO1 inh,0,0,x,-50,-7,-1,2,5
PAD4 FP inh,3,-3,-5,-3,1,1,0,-1
LYPLA2 counter,4,-5,4,8,3,-1,22,3
LYPLA1 inh,-3,1,4,0,-3,-1,2,-2
PAFAH1B2 inh,-2,0,5,1,-1,-2,x,0

17	COc1ccc(S(=O)(=O)N2CCC[C@H]2C(=O)NCc2ccc(Cl)cc2)cc1
18	CC1CC(=O)Nc2cc([N+](=O)[O-])ccc2N1 (stereo not given)
19	Oc1cc(Nc2cccnc2)cc2cccnc12
20	Cc1ccc(C2C3=C(Nc4[nH]n(-c5ccccc5)c(=O)c42)c2ccccc2C3=O)cc1 (stereo not given)
21	CCC(C)C(=O)NCCc1ccc(S(N)(=O)=O)cc1 (stereo not given)
22	O=C(Nc1cccc2ccccc12)C(=O)C1C(=O)Nc2ccccc21 (stereo not given)
23	COc1cccc(C2=CC(=O)CCC2)c1
24	O=C(NC(=S)N1CCCCC1)c1cccnc1
entry no.,17,18,19,20,21,22,23,24
PME-1 inh,6,0,x,36*,-1,9,2,5
pPAFAH inh,2,0,6,35*,3,9,4,3
PAFAH2 inh,5,4,8,x,-9,21,-2,4
PAFAH1B3 inh,5,5,8,x,0,3,4,11
GSTO1 inh,9,10,x,-18,-4,12,-1,12
PAD4 FP inh,1,5,-7,-6,-2,-4,-7,2
LYPLA2 counter,-4,0,x,-1,3,9,5,-6
LYPLA1 inh,0,-5,x,2,1,0,-1,-2
PAFAH1B2 inh,9,3,3,x,0,7,3,8

# Three records picked at random from those above:
17	COc1ccc(S(=O)(=O)N2CCC[C@H]2C(=O)NCc2ccc(Cl)cc2)cc1
18	CC1CC(=O)Nc2cc([N+](=O)[O-])ccc2N1 (stereo not given)
21	CCC(C)C(=O)NCCc1ccc(S(N)(=O)=O)cc1 (stereo not given)
entry no.,17,18,21
PME-1 inh,6,0,-1
pPAFAH inh,2,0,3
PAFAH2 inh,5,4,-9
PAFAH1B3 inh,5,5,0
GSTO1 inh,9,10,-4
PAD4 FP inh,1,5,-2
LYPLA2 counter,-4,0,3
LYPLA1 inh,0,-5,1
PAFAH1B2 inh,9,3,0

# (more compounds)
25	CCOc1cc2[nH]c(=S)n(CCc3ccc(OC)c(OC)c3)c(=O)c2cc1OCC
26	Cc1cc2cc(CCNC(=O)CCc3ccccc3)c(=O)[nH]c2cc1C
27	COc1cccc(/C=N/NC(=O)Cn2cnc3c2c(=O)n(C)c(=O)n3C)c1
28	CC(=O)OCC1OC(Sc2cccc3cccnc23)C(OC(C)=O)C(OC(C)=O)C1OC(C)=O (stereo not given)
29	OC(CN1C2=NCCN2c2ccccc21)c1ccc(Br)cc1 (stereo not given)
30	O=C(NNc1nc2c(F)cccc2s1)c1cc(=O)c2ccccc2o1
31	N#CCCN1CCNCC1
32	CN(C(=O)c1ccc(NC(=O)Cc2ccc(NC(=O)C3CCCN(C(=O)CCc4ccccc4)C3)cc2)cc1)C1CC1 (stereo not given)
entry no.,25,26,27,28,29,30,31,32
PME-1 inh,-2,2,6,1,2,55*,-10,-3
pPAFAH inh,3,2,6,3,3,16,1,4
PAFAH2 inh,-6,9,x,1,-2,0,-1,14
PAFAH1B3 inh,5,2,x,15,-5,14,1,1
GSTO1 inh,-1,1,1,7,3,3,4,x
PAD4 FP inh,-2,-1,-1,1,5,-5,-8,4
LYPLA2 counter,10,9,-2,3,3,0,11,58*
LYPLA1 inh,2,1,2,2,3,0,7,6
PAFAH1B2 inh,2,17,x,7,2,9,0,1

33	Clc1ccc(CSc2ccc(-c3ccco3)nn2)cc1
34	O=C(O)CSc1nnc(-c2ccco2)o1
35	COc1ccc(NC(=S)NC(=O)Cc2ccccc2)c(OC)c1
36	COc1cc2c(C(=O)N3CCN(c4cccc(Cl)c4)CC3)cn(CC(C)C)c(=O)c2cc1OC
37	Cc1cc(=O)n2[nH]c(Nc3cccc(Cl)c3)nc2n1
38	O=C1NC2(CCCC2)N=C1c1ccc(Cl)cc1
39	CSc1cc(CS(=O)(=O)c2ccccc2)nc(-c2ccccc2)n1
40	CC(=O)Nc1ccc(S(=O)(=O)NCCc2ccc(S(N)(=O)=O)cc2)cc1
entry no.,33,34,35,36,37,38,39,40
PME-1 inh,-3,2,1,-4,1,1,1,3
pPAFAH inh,4,2,-2,0,0,1,6,-1
PAFAH2 inh,-4,5,7,1,2,2,0,0
PAFAH1B3 inh,7,4,2,12,-7,-2,9,2
GSTO1 inh,1,7,3,-11,1,0,0,-1
PAD4 FP inh,-5,5,0,-4,-1,-2,-3,-27
LYPLA2 counter,-1,-1,2,-3,1,3,3,-6
LYPLA1 inh,-3,1,1,2,1,0,4,-3
PAFAH1B2 inh,4,4,2,5,8,-2,0,4

41	COc1ccc(CN(CC(=O)NC2CCCC2)C(=O)CCC(=O)Nc2cc(C)on2)cc1
42	CS(=O)(=O)N1CCC(C(=O)Nc2ccccc2Br)CC1
43	COc1ccc(C(=O)CSc2nnc(CNC(=O)c3ccc(OC)c(OC)c3)n2C)cc1
44	Nc1c(C(=O)Nc2ccc(F)cc2)nnn1-c1cccc(C(F)(F)F)c1
45	CCC(CN(C)C)Oc1cc(NCc2ccccc2)c2ncn(C(C)C)c2c1 (stereo not given)
46	CC(C)(C)OC(=O)N/N=C\c1ccc[nH]1
47	O=C(NCC(=O)N1CCN(C(c2ccccc2)c2ccccc2)CC1)c1ccc(Br)o1
48	O=C(NCCc1ccccc1F)C1CC(=O)N(c2ccccc2)C1 (stereo not given)
entry no.,41,42,43,44,45,46,47,48
PME-1 inh,-4,7,5,-4,x,-2,1,5
pPAFAH inh,1,1,3,4,-2,0,-12,6
PAFAH2 inh,-3,2,7,-3,5,-4,6,1
PAFAH1B3 inh,2,-1,4,8,19,7,3,-2
GSTO1 inh,8,4,2,5,x,7,-2,-3
PAD4 FP inh,-1,-3,0,0,38*,1,-4,0
LYPLA2 counter,-3,-5,17,2,x,-3,-3,-4
LYPLA1 inh,-1,-2,2,2,x,0,2,-2
PAFAH1B2 inh,1,3,-2,6,6,4,3,6

# Complete entries from above. Values in the order: PME-1 inh	pPAFAH inh	PAFAH2 inh	PAFAH1B3 inh	GSTO1 inh	PAD4 FP inh	LYPLA2 counter	LYPLA1 inh	PAFAH1B2 inh
# O=C(NCC(=O)N1CCN(C(c2ccccc2)c2ccccc2)CC1)c1ccc(Br)o1 in the list: 1	-12	6	3	-2	-4	-3	2	3
# Nc1c(C(=O)Nc2ccc(F)cc2)nnn1-c1cccc(C(F)(F)F)c1 in the list: -4	4	-3	8	5	0	2	2	6
# CCC(CN(C)C)Oc1cc(NCc2ccccc2)c2ncn(C(C)C)c2c1 (stereo not given) in the list: x	-2	5	19	x	38*	x	x	6

# (more compounds)
49	CC(C)(Oc1ccc(F)cc1)C(=O)OCC(=O)c1ccc(S(C)(=O)=O)cc1
50	CCN(CC)S(=O)(=O)c1ccc(OC)c(N)c1
51	COc1ccc(N2C(=O)C3CCCN3C2c2cccc(OC)c2OC)cc1 (stereo not given)
52	Nc1ccc(C(=O)N2CCN(S(=O)(=O)/C=C/c3ccccc3)CC2)cc1[N+](=O)[O-]
53	O=C(NNC(=S)NC(=O)c1ccc(Br)cc1)c1cccc([N+](=O)[O-])c1
54	O=C(Nc1c(F)cc(F)cc1Br)c1cccnc1
55	Cc1ccc(/C=N/NC(=O)c2ccc(NC(=O)c3ccccc3Cl)cc2)o1
56	COc1cc(S(=O)(=O)N2CCC(O)(c3cccc(C(F)(F)F)c3)CC2)ccc1-n1cnnn1
entry no.,49,50,51,52,53,54,55,56
PME-1 inh,x,2,-5,11,1,5,-5,0
pPAFAH inh,-1,3,-3,3,5,1,-4,2
PAFAH2 inh,14,6,-5,-2,6,4,-10,7
PAFAH1B3 inh,7,2,7,4,4,2,12,7
GSTO1 inh,x,1,-1,-3,-5,-1,4,2
PAD4 FP inh,-5,-2,1,0,3,2,-4,0
LYPLA2 counter,x,4,-3,6,-5,3,-8,2
LYPLA1 inh,x,4,0,5,1,1,-1,2
PAFAH1B2 inh,8,-1,2,1,11,5,-1,-5

57	Clc1ccc(OCc2nn3c(C4CCCCC4)nnc3s2)cc1
58	CCC(C)NC(=O)c1ccccc1C(=O)NC(C)CC (stereo not given)
59	Cc1cc2c(C)cc(=O)[nH]c2cc1NC(=O)CCl
60	Nc1ccc(S(N)(=O)=O)cc1
61	CN(C)S(=O)(=O)c1cccc(COC(=O)c2cnccn2)c1
62	O=c1[nH]c(C2CCN(S(=O)(=O)c3ccc(C(F)(F)F)cc3)CC2)nc2c1nnn2Cc1cccc(F)c1
entry no.,57,58,59,60,61,62
PME-1 inh,-1,-3,-1,-5,0,12
pPAFAH inh,6,0,5,5,7,5
PAFAH2 inh,-4,2,-2,-1,1,-5
PAFAH1B3 inh,3,2,4,6,7,1
GSTO1 inh,3,5,71*,0,-3,3
PAD4 FP inh,-6,-1,-2,1,-3,-3
LYPLA2 counter,5,-5,1,2,0,1
LYPLA1 inh,-3,0,-2,2,0,-3
PAFAH1B2 inh,15,0,-1,8,4,3

# From PubChem BioAssay

# Some of the compounds tested; the hit share may differ from the screen's.
